Bioassay records: PubChem, several laboratories
S1P3 antag: antagonists of human S1P3 receptor; Q99500; CHO S1P3 NFAT-BLA reporter, FRET fluorescence, antagonist mode; inhibition, % at 4.98 µM; hit rate 0.27% among 170,000; AID 485;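 active means inhibition above the plate cutoff, the mean inhibition of test wells on that plate plus 3 SD, cut at about 28% in these data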;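 further: cells challenged with S1P at its EC80 of 0.8 µM; blue over green emission ratio from cleaved BLA substrate after 4 h stimulation; 0% = S1P-stimulated wells and 100% = unstimulated DMSO-only wells; some compounds past the cut are filed as inactive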
bIAP act: intestinal alkaline phosphatase (bovine) activation; AID 1016; activation factor at 20 µM; hit rate 0.17% among 200,000; purified bovine IAP, CDP-star luminescence, 30 min; hits give high values; fold of DMSO-control signal, blank-subtracted;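 active means activation factor of 2 or more at 20 µM, a signal rise over negative controls twice the positive control's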
bIAP inh: intestinal alkaline phosphatase (bovine) inhibition; inhibition, % at 20 µM; purified bovine IAP, CDP-star luminescence, 30 min; 190,000 tested, under 10 active;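 active means over 50% inhibition of intestinal alkaline phosphatase at 20 µM in the single-dose screen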
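Incubation: 30 min reaction at room temperature / Material: purified bovine intestinal alkaline phosphatase (IAP) enzyme / Input: enzyme at 1/65,000,000 dilution / Dosing: 20 µM single dose / Signal: CDP-star luminescence signal / Reagent: CDP-star chemiluminescent phosphatase substrate, 30 µM final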
PPARg SRC2 recr: promotes SRC-2 coactivator recruitment by human PPARgamma; AID 1032; PPARgamma LBD-SRC-2 recruitment, biochemical; P37231; hit rate 0.34% among 200,000; activation, % at 8 µM; in the data active means activation above about 22%;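 further: 0% = vehicle and 100% = reference agonist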
ROMK mod: modulates human ROMK potassium channel activity. P48048. Tet-inducible ROMK, thallium flux fluorescence; actives lie on both sides. B-score at 10 µM. hit rate 2% among 130,000. AID 1918;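 active means signal ratio slope over the read window, or its plate-corrected B-score, at least 3 SD from the plate mean, either direction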;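 further: B-score of the F/F0 ratio slope over 7 to 12 s after thallium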
DTT redox prof: compounds producing H2O2 with reducing agent – biochemical, NIH compound library profiling, artefact control for MLSCN library redox annotation, primary screen. DTT-dependent redox cycling H2O2, phenol red/HRP absorbance; 100% = 100 µM peroxide control, 0% = buffer. activation, % at 10 µM. hit rate 0.03% among 200,000. AID 878;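 active means activation of at least 50% relative to the plate's high and low controls in the primary single-dose screen; inactive means activation below 50%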;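 further: compound incubated with DTT at 0.8 mM final as the reducing agent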
PPARg SRC-1 ag: promotes SRC-1 coactivator recruitment by human PPARgamma. PPARgamma-SRC-1 coactivator recruitment biochemical assay. activation, % at 8 µM. hit rate 0.41% among 200,000; in the data active means activation above about 19%;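 further: 0% = DMSO and 100% = reference agonist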
TR-FRET SRC-2 ct: counter-screen for PPARgamma SRC-2 recruitment agonists: TR-FRET artefact; TR-FRET ratio at 8 µM; AID 1049; hit rate 0.4% among 200,000; hits give high values; in the data active means TR-FRET ratio above about 2000; further: inactives centre near 1500; reference of the scale not given here
TLR4-MyD88 BLA: blocks binding of human TLR4 to MyD88. O00206+Q99836. HeLa CL3-4 TLR4/MyD88 BLA complementation, FRET ratio. inhibition, % at 8.4 µM. hit rate 0.18% among 200,000. AID 861; in the data active means inhibition above about 25%;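 further: 0% = vehicle and 100% = reference inhibitor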
PPARg SRC-3 ag: PPARgamma-driven SRC-3 recruitment agonism; activation, % at 8 µM; hit rate 0.26% among 200,000; P37231; biochemical PPARgamma/SRC-3 coactivator recruitment assay; in the data active means activation above about 23%;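 further: 0% = DMSO and 100% = reference agonist; some compounds past the cut are filed as inactive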
Lmaj promast: Leishmania major promastigote growth inhibition; hit rate 9% among 200,000; Leishmania major promastigotes, resazurin fluorescence viability; AID 1063; inhibition, % at 10 µM; in the data active means inhibition above about 50%;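 further: promastigotes grown with compound for 44 hours at 28 °C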
An asterisk follows results filed as active; . = not tested or not shown.

Preview (3 entries):
SMILES | S1P3 antag | bIAP act | bIAP inh | PPARg SRC2 recr | ROMK mod | DTT redox prof | PPARg SRC-1 ag | TR-FRET SRC-2 ct | TLR4-MyD88 BLA | PPARg SRC-3 ag | Lmaj promast
CC(Oc1ccccc1F)C(=O)NN (stereo not drawn) | -20 | 0.9 | 10 | 13 | 0.12 | -1.1 | -6 | 1451 | 1 | -1 | -5
COc1cc(/C=C(\C#N)C(=O)N2CCOCC2)cc(Br)c1O | -1 | 1 | -2 | -1 | . | -0.3 | -12 | 1526 | 3 | -1 | -4
Cc1ccc(-n2c3c(c(=O)[nH]c2=O)C(NS(=O)(=O)c2ccc(C)cc2)(C(F)(F)F)C(=O)N3)cc1 (stereo not drawn) | . | 1.1 | -6 | 1 | . | -0.1 | 2 | 1470 | 14 | 0 | -5

The list itself, from the first entry:
SMILES | S1P3 antag | bIAP act | bIAP inh | PPARg SRC2 recr | ROMK mod | DTT redox prof | PPARg SRC-1 ag | TR-FRET SRC-2 ct | TLR4-MyD88 BLA | PPARg SRC-3 ag | Lmaj promast
CC(Oc1ccccc1F)C(=O)NN (stereo not drawn) | -20 | 0.9 | 10 | 13 | 0.12 | -1.1 | -6 | 1451 | 1 | -1 | -5
COc1cc(/C=C(\C#N)C(=O)N2CCOCC2)cc(Br)c1O | -1 | 1 | -2 | -1 | . | -0.3 | -12 | 1526 | 3 | -1 | -4
Cc1ccc(-n2c3c(c(=O)[nH]c2=O)C(NS(=O)(=O)c2ccc(C)cc2)(C(F)(F)F)C(=O)N3)cc1 (stereo not drawn) | . | 1.1 | -6 | 1 | . | -0.1 | 2 | 1470 | 14 | 0 | -5
CC(NC(=O)CNC(=S)N(Cc1ccccc1)Cc1cccnc1)c1ccccc1 (stereo not drawn) | 1 | 1.1 | -13 | -3 | -0.61 | -0.2 | -2 | 1615 | -10 | 0 | 65*
O=C(NC(=S)Nc1ccc(S(=O)(=O)N2CCCC2)cc1)c1cccs1 | -3 | 1.2 | -24 | -3 | 0.81 | -0.7 | -3 | 1691 | -22 | 2 | 7
Cc1ccc(NC(C)C(=O)N/N=C/c2c[nH]c3ccccc23)cc1 (stereo not drawn) | 3 | 0.9 | 5 | -2 | 0.6 | -0.1 | 0 | 1501 | -8 | -2 | 1
O=C(Oc1ccc(-c2ccccc2)cc1)N1CCOCC1 | 9 | 1 | -1 | 0 | . | -0.2 | 2 | 1694 | 10 | -2 | -2
Cc1cc(C(F)F)n2ncc(C(=O)NCc3ccccc3C(F)(F)F)c2n1 | -17 | 0.9 | 12 | 7 | . | 1.2 | 5 | 1576 | 5 | 7 | 3
CC1(C)OC(=O)C(=CNC(=O)c2c(F)cccc2F)C(=O)O1 | 4 | 1 | 2 | -3 | 0.18 | 0.3 | 1 | 1288 | 7 | -5 | -6
Cc1cccc(C2=NC(C(F)(F)F)(C(F)(F)F)c3c(n(-c4ccc(F)cc4)c(=O)[nH]c3=O)N2)c1 | -1 | 0.9 | 6 | -7 | 0.15 | 0.1 | -5 | 1480 | 9 | -1 | 74*
C/C(CC(=O)Nc1ccccc1F)=N\NC(=O)Cc1ccc(Cl)cc1 | 3 | 1.1 | -10 | 1 | 0.2 | -0.2 | -3 | 1510 | -9 | -3 | -2
Cc1nn(C)c(Cl)c1NC(=O)OCc1ccc(F)cc1 | . | 1 | 1 | 10 | . | 1.6 | 0 | 1588 | 4 | 0 | -5
Cc1ccc(CCN2CC(C(=O)NCCCOC(C)C)CC2=O)cc1 (stereo not drawn) | . | 1 | 0 | 8 | . | 0.1 | 5 | 1636 | 1 | 11 | -2
COc1ccc(C2(CNC(=O)c3cccs3)CCOCC2)cc1 | 17 | 1 | -3 | 1 | -0.0052 | -0.6 | -5 | 1645 | -5 | -4 | -7
Cc1c(N)c(C(C)(C)C)cc(C(C)(C)C)c1[N+](=O)[O-] | -15 | 1 | 3 | 4 | -0.37 | -0.5 | 1 | 1702 | -10 | 3 | 13
COC(=O)CCC(=O)Nc1cccc(C(=O)Nc2cccc(Cl)c2)c1 | . | 1 | -2 | 2 | -0.65 | 2.7 | -1 | 1515 | 0 | 5 | -4
NC(=O)C1(NC(=O)[C@@H]2CC3(CC(c4cccc(NC(=O)[C@@H]5CCC(=O)N5)c4)=NO3)CN2C(=O)Cc2ccc(Cl)cc2)CC1 (stereo partly drawn) | . | 1.1 | -11 | 0 | . | 6.2 | 6 | 1596 | -12 | 2 | -4
O=C(CN1CCN(c2ccccn2)CC1)NCc1cccs1 | . | 0.8 | 16 | 1 | 0.15 | -2.8 | 5 | 1652 | 16 | 3 | -4
CC1(C)NC(=O)N(CC(=O)OCC(=O)Nc2cccc(F)c2)C1=O | . | 0.8 | 18 | 4 | 1.9 | 0.0 | 7 | 1606 | 8 | 4 | -5
COc1ccccc1NC(=S)N(CCc1ccc(OC)c(OC)c1)Cc1ccccn1 | 1 | 1.1 | -7 | -1 | -0.43 | -0.7 | -7 | 1620 | 8 | 3 | 4
COc1ccc(-n2cc(-c3ccc(OC(F)F)cc3)[n+]3c2CCCCC3)cc1 | -24 | 1.2 | -19 | 6 | -1 | -0.8 | 15 | 1591 | -8 | 0 | 99*
COc1ccc(-c2nc(N)ncc2Oc2ccccc2Br)c(O)c1 | 28 | 0.9 | 9 | -1 | 0.96 | -1.1 | 4 | 1556 | -6 | 0 | 33
COc1cccc(N(C(=O)c2cnccn2)C(C(=O)NC2CCCCC2)c2ccc(Cl)cc2)c1 (stereo not drawn) | . | 1 | 4 | 5 | . | 2.3 | 4 | 1646 | -5 | 3 | -1
COc1ccc(C(=O)C[n+]2ccc3c(c2)nc(-c2ccccc2)n3C)cc1 | 2 | 1 | -2 | 3 | . | -0.5 | 3 | 1611 | 1 | 7 | 68*

Three compounds out of the list, ordered by count of non-hydrogen atoms, descending:
SMILES | S1P3 antag | bIAP act | bIAP inh | PPARg SRC2 recr | ROMK mod | DTT redox prof | PPARg SRC-1 ag | TR-FRET SRC-2 ct | TLR4-MyD88 BLA | PPARg SRC-3 ag | Lmaj promast
COc1cccc(N(C(=O)c2cnccn2)C(C(=O)NC2CCCCC2)c2ccc(Cl)cc2)c1 (stereo not drawn) | . | 1 | 4 | 5 | . | 2.3 | 4 | 1646 | -5 | 3 | -1
COc1ccccc1NC(=S)N(CCc1ccc(OC)c(OC)c1)Cc1ccccn1 | 1 | 1.1 | -7 | -1 | -0.43 | -0.7 | -7 | 1620 | 8 | 3 | 4
COc1ccc(-c2nc(N)ncc2Oc2ccccc2Br)c(O)c1 | 28 | 0.9 | 9 | -1 | 0.96 | -1.1 | 4 | 1556 | -6 | 0 | 33
